# VLA-4 inh: inhibition in human VLA-4 binding assay, primary screen, VLA-4 allosteric modulator project, MLPCN library, flow cytometry, VLA-4 expressing cells. 330,000 tested, 0.2% active. ligand binding flow cytometry. AID 2557, 2010. inhibition, % (about 7 µM as worked out from the volumes in the protocol). Integrin alpha-4 (Homo sapiens), P13612; in the data active = inhibition above about 50%
# MEX-5 binding: MEX-5 zinc finger RNA-binding disruptors – biochemical, C. elegans, fluorescence polarization, MLPCN library, primary screen | activity score (negative = inhibition of binding), % at 10 µM | 300,000 tested, 0.38% active | AID 1832, 2009 | Zinc finger protein mex-5 (Caenorhabditis elegans), Q9XUB2 | MEX-5/FITC-TCR2 RNA binding; active compounds read low;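 active = inhibition past about -25% in most replicates, and total fluorescence under double the plate's negative control median, limit read from the data; inconclusive = replicates evenly split on the limit, or fluorescence at least double controls; inactive = too little inhibition in most replicates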;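 also: 0% = DMSO and -100% = 5 µM competing unlabeled TCR2 RNA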
# Target sequence (Q9XUB2 whole entry, looked up): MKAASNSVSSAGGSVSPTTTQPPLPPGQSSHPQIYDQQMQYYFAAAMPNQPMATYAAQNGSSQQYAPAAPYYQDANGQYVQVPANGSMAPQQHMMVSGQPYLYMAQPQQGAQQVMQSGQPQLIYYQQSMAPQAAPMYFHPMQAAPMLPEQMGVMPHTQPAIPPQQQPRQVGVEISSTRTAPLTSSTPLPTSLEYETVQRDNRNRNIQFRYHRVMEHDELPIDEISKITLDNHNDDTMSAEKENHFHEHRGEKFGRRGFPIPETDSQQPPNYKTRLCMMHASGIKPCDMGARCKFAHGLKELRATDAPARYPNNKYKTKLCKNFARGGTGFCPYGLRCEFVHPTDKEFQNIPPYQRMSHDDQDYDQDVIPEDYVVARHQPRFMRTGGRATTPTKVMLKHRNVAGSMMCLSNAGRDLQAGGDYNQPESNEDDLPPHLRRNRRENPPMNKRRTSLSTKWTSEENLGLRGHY
# PME-1 inh: PME-1 inhibitors via competitive probe labeling, primary screen, biochemical, fluorescence polarization, FP-Rh probe, HTS; Protein phosphatase methylesterase 1 (Homo sapiens), Q9Y570; recombinant PME-1; inhibition, % at 5.9 µM; 320,000 tested, 0.53% active; AID 2130, 2009;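 active = inhibition above the campaign mean of all compounds plus 3 SD, cut at about 26% in these data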;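 also: competitive labeling of PME-1 active site by serine hydrolase directed probe; 0% = PME-1 with DMSO and 100% = wells lacking PME-1 enzyme; inhibitors block probe labeling so polarization falls and inhibition rises; many of its hits are not listed in these tables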
# MCL1-BIM inh: inhibitors of MCL1 binding to BIM-BH3, primary screen, biochemical, fluorescence polarization; 320,000 tested, 0.68% active; AID 2057, 2009; GST-MCL1 / FITC-Bim-BH3 fluorescence polarization; inhibition, % at 10.9 µM; Induced myeloid leukemia cell differentiation protein Mcl-1 (Homo sapiens), Q07820;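 active = inhibition above the mean inhibition of all tested compounds plus 3 SD, set per campaign, cut at about 40% in these data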;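 also: 0% = DMSO wells and 100% = unlabeled Bim-BH3 peptide control; higher means more loss of mP so more displacement of Bim peptide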
# Target sequence (Q07820 whole entry, looked up): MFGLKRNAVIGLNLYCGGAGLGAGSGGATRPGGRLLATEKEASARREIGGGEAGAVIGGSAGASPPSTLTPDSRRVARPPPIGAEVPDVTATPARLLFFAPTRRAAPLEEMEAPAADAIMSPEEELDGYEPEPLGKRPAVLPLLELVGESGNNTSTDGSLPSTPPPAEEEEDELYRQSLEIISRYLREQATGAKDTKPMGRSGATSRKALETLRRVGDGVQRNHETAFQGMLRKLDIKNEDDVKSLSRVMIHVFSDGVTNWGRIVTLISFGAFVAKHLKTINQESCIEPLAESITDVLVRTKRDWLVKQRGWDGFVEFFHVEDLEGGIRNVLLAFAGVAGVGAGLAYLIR
# Efflux pump mplx: inhibitors of Candida efflux pumps in yeast, primary screen, S. cerevisiae, Nile Red, multiplex; S. cerevisiae Candida pump triplex; inhibition, % at 10 µM; 330,000 tested, 0.44% active;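 active = plate passing quality check with inhibition over a set limit, or well fluorescence over plate mean plus 4 SD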;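 also: Nile Red retained in pooled yeast measured as flow cytometry median fluorescence; 0% = buffer negative control and 100% = Enniatin B positive control; higher means more Nile Red kept so more efflux inhibition; some compounds called inactive have numbers as strong as hits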
# Bcl-xL primary: inhibitors of human Bcl-xL, primary screen, biochemical, fluorescence polarization, HTS; Bcl-2-like protein 1 (Homo sapiens), Q07817; GST-Bcl-xL / FITC-Bim BH3 peptide fluorescence polarization; inhibition, % at 10.9 µM; 320,000 tested, 0.7% active;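 active = inhibition above the mean of all tested compounds plus 3 SD, cutoff set per campaign, cut at about 30% in these data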;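 also: 0% = DMSO wells and 100% = unlabeled Bim-BH3 peptide competitor; inhibitors lower millipolarization by displacing the labeled peptide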
# Target sequence (Q07817 whole entry, looked up): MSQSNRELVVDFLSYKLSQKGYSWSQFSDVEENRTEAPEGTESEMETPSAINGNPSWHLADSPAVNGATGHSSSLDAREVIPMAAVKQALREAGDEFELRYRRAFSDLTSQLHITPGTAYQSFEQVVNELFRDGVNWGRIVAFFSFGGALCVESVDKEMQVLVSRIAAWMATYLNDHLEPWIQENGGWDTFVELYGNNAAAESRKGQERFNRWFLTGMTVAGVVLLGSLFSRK
# GLD-1 TGE inh: GLD-1/TGE RNA complex disruptors, primary screen, biochemical, fluorescence polarization | Female germline-specific tumor suppressor gld-1 (Caenorhabditis elegans), Q17339 | purified GLD-1 + fluorescein TGE RNA | inhibition, % at 5.96 µM | 320,000 tested, 0.44% active;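 active = percent inhibition above a per-plate cutoff, the plate mean of test compounds plus 3 SD, cut at about 30% in these data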;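 also: 0% = DMSO wells with GLD-1 and probe and 100% = wells lacking GLD-1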
# GRK2 aptamer HTS: compounds blocking aptamer binding on GRK2 – biochemical, human GRK2, bead flow cytometry, HTS, primary screen; FAM-aptamer displacement from GRK2; inhibition of aptamer binding, % at 10 µM; 330,000 tested, 0.59% active;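 active = inhibition of aptamer binding above 40%, roughly 3 SD of noise, on plates passing a quality check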;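 also: median bead fluorescence of bound FAM aptamer so fluorescent compounds give negative values; no value below 0 was filed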
# Fam108B counter: mouse Fam108B serine hydrolase inhibitors, primary screen, counter-screen for RBBP9 inhibitor project, biochemical, fluorescence polarization; inhibition, % at 9.51 µM; recombinant Fam108B, FP-Rh probe fluorescence polarization; 300,000 tested, 0.33% active;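 active = inhibition above the screen mean inhibition plus 3 SD, computed separately per campaign, cut at about 18% in these data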;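 also: inhibitors lower polarization as less probe binds the enzyme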
# Active calls of the source: *; i = inactive; ? = inconclusive; · = no result given. Not all compounds are listed; the hit share may differ from the screen's.
SMILES	VLA-4 inh	MEX-5 binding	PME-1 inh	MCL1-BIM inh	Efflux pump mplx	Bcl-xL primary	GLD-1 TGE inh	GRK2 aptamer HTS	Fam108B counter
CCOC(=O)N1CCN(S(=O)(=O)c2ccc(C(=O)Nc3ccc4c(c3)C(=O)NC4=O)cc2)CC1	3	0.5	1	-1	-0.1	1	7	0	4
COc1ccc(NC(=O)c2ccc3c(c2)NC(=O)CS3)cc1	9	·	3	-12	0.0	-8	-1	3	·
Clc1ccc(-c2n[nH]c3c2CCC3)c(Cl)c1	-3	1.6	2	5	0.2	-3	6	0	2
O=C1CC(N2CCN(C/C=C/c3ccccc3)CC2)C(=O)N1Cc1ccc(N2CCCC2=O)cc1 (stereo not given)	-3	-0.1	3	9	-0.1	10	11	1	1
COC(=O)c1ccc(CN(c2ccc(C(=O)O)c(O)c2)S(=O)(=O)c2ccc(Cl)c([N+](=O)[O-])c2)cc1	-6	-1.9	25	7	0.3	-2	5	2	4
COc1ccc(CCNC(=O)C2CC(=O)N(c3ccccc3)C2)cc1OC (stereo not given)	16	0.6	-5	-2	0.0	-1	3	1	4
O=C(Nc1nnc(C2CC2)s1)c1cccc(S(=O)(=O)N2CC(c3ccccc3)CC2=O)c1 (stereo not given)	-24	1.5	-2	4	-0.4	5	-2	0	2
COC(=O)c1cn[nH]c1NC(=S)Nc1ccc(C)cc1Cl	14	0.3	-5	3	-0.2	6	5	2	0
CCNC(=S)NNC(=O)c1cc(-c2cccc(OCC)c2)nc2ccccc12	-3	-1.9	-1	9	0.1	1	3	0	1
Cc1cc(C)c(S(C)(=O)=O)c(Oc2cccc(Cl)c2)n1	7	-1.4	-1	-6	0.0	1	-1	0	-3
Cc1ccc(NC(=O)Cn2c(=S)[nH]c3ccccc32)cc1	1	1.6	3	-24	-0.1	-34	2	1	-1
COCc1nc(-c2cc(OC)c(OC)c(OC)c2)no1	19	-0.9	-4	29	0.1	5	4	0	-4
CCCOc1ccc(Cn2cnc3ccccc32)cc1	3	·	6	8	0.4	4	-2	0	-1
Cc1snc(SCC(=O)N/N=C(\N)COc2ccc(F)cc2)c1C#N	-1	-1.0	5	-1	-0.1	1	7	4	-4
Cc1c(CCO)c(=O)oc2n[nH]c(-c3ccccc3)c12	20	-1.3	-3	4	-0.2	0	4	0	-1
Cn1ncc(Oc2ccc([N+](=O)[O-])cc2)c(Cl)c1=O	-19	1.5	-4	8	0.2	0	0	1	-1
COc1ccc(N2C(=O)CC(Sc3ccccc3C(=O)O)C2=O)c([N+](=O)[O-])c1 (stereo not given)	22	-3.9	-4	6	0.1	9	-4	7	-1
COc1cccc(NC(=O)CN(C)C(=O)c2ccccc2OCc2c(C)noc2C)c1	2	2.5	-5	0	0.2	-1	7	0	-2
COc1cccc(-c2ccc3ncnc(NCc4ccc5c(c4)OCO5)c3c2)c1	-3	·	·	·	-0.1	·	4	1	·
Cn1c(=O)c2sccc2n2c(CCCC(=O)NC3CCN(Cc4ccccc4)CC3)nnc12	2	-2.3	-7	-3	0.2	-5	-4	0	7
CCOC(=O)c1c(C)oc(NC(=O)COc2ccc(Cl)cc2C)c1C#N	3	0.1	-5	-5	0.2	-4	10	0	-6
O=C(O)[C@H](Cc1ccccc1)N1C(=O)c2c(Cl)c(Cl)c(Cl)c(Cl)c2C1=O	12	-0.3	6	2	-0.2	4	7	0	-1
CCOC(=O)c1ccc(-n2ccnc2)c(NC(=O)c2ccc(C(C)(C)C)cc2)c1	-10	2.9	2	4	-0.3	-2	-5	7	-4
CCOc1ccc(N2C(=O)CC(N3CC(C)OC(C)C3)C2=O)cc1 (stereo not given)	0	-0.5	2	5	-0.1	6	1	2	2
O=C(OCCOc1ccccc1)c1cccc(S(=O)(=O)N2CCOCC2)c1	48	·	5	-2	-0.1	5	-4	1	·
COc1cc(N2CN=c3s/c(=C\c4ccccn4)c(=O)n3C2)cc(OC)c1OC	10	1.1	4	5	0.1	4	4	0	-1
O=C(Nc1cccc(S(=O)(=O)Nc2ccc(Cl)cc2)c1)c1cc2c(s1)CCCC2	13	-0.6	-71	2	0.2	0	2	0	-42
COc1ccc(/C=N/N2CCN(Cc3ccc(C)cc3)CC2)cc1Br	16	1.2	-2	-1	-0.2	5	2	2	1
COc1cccc(C2CC(c3ccccc3)=NN2S(=O)(=O)c2ccc(C)cc2)c1OC (stereo not given)	i	-10	-72	2	1.4*	6	-4	0	-7
CC1(C)CC(=O)C(N=Nc2cccc([N+](=O)[O-])c2)=C(O)C1	7	-2.2	-1	1	0.2	-3	4	0	1
COC(=O)c1nn(-c2ccc(OC)cc2)c(=O)cc1O	-3	0.5	-3	-1	-0.1	0	-1	2	-1
O=c1cc(O)nc(SCc2ccccc2)n1-c1ccc(F)cc1	15	-1.2	-6	8	-0.1	-2	-1	0	-6
COc1ccccc1-c1noc(CCCC(=O)NC2CCCCC2)n1	13	-2.9	-1	-6	-0.1	0	9	0	-4
CNS(=O)(=O)c1cccc2cccnc12	-6	-0.8	-3	-1	0.0	1	-4	3	1
O=C(O)[C@H]1CCCC[C@H]1C(=O)NCCNC(=O)[C@@H]1CCCC[C@@H]1C(=O)O	5	4.2	-8	2	0.1	4	-4	1	-6
CCOC(=O)C(C(=O)OCC)N(C#N)c1nc(SC)nc(N(C)C)n1	-30	0.7	-1	-3	-0.3	5	-5	0	-4
Cc1nnc(SCC(=O)NCCC2=CCCCC2)[nH]c1=O	18	·	·	·	-0.1	·	-2	0	·
CSc1nc2nc(C(F)(F)F)cc(-c3ccccc3)n2n1	-16	2.9	2	-2	0.1	-1	4	0	-2
CCC(=O)c1ccc(OC(C)C(=O)NC2(C#N)CCCCC2)cc1 (stereo not given)	10	0.5	4	-5	0.0	2	2	0	2
CCC(CC)C(=O)Nc1cccc(C(=O)Nc2ccc(S(N)(=O)=O)cc2)c1	21	2.1	2	0	-0.1	1	2	1	-1
Cc1cc(C(=O)Nc2sc(C)c(C)c2C#N)c(C)o1	-1	3.6	-4	6	0.5	-1	-8	0	-14
COc1ccc(C(=O)Nc2ccc3nc4n(c(=O)c3c2)CCCC4)cc1[N+](=O)[O-]	6	0.9	-4	5	0.1	5	-9	2	5
COc1ccc(CN2CCN(CC3CC3)CC2CCO)c(C)c1C (stereo not given)	9	2.1	2	5	0.0	5	2	0	-3
COc1ccc(S(=O)(=O)N2CCOCC2)cc1NC(=O)CSc1cccc[n+]1[O-]	-3	-1.6	4	-5	-0.1	-13	-4	0	-2
CN1CCN(S(=O)(=O)c2cccc(C(=O)N3CCc4ccccc43)c2)CC1	11	0.7	3	-15	0.1	0	5	0	1
O=C(OCCN1C(=O)CCC1=O)c1ccc(S(=O)(=O)N2CCCCC2)cc1	21	0.6	4	10	0.1	13	-5	0	-2
CCc1ccccc1NC(=O)CCCSc1nc2ccccc2s1	15	-1.2	0	1	-0.4	5	6	1	-3
O=C(COc1ccc(S(=O)(=O)N2CCOCC2)cc1)N1CCOCC1	9	·	-3	-8	-0.1	-1	2	0	·
O=C1C=C(Nc2ccc(Cl)cc2)C(=O)N1c1ccc(Cl)cc1	4	?	-4	16	-0.3	14	5	0	2
Cc1cc(C)c2c(c1)NC(c1cc3c(cc1Br)OCO3)C1CC=CC21 (stereo not given)	13	1.4	-6	2	0.0	5	-2	1	0
CCCn1c(SCC(=O)Nc2cc(C(=O)O)ccc2C)nc2sc3c(c2c1=O)CCC3	-4	·	-3	0	0.0	3	6	4	·
CCCNCC1C(Oc2ccc(Cl)cc2)C(=O)N1c1ccccc1C (stereo not given)	6	0.0	-4	4	0.1	2	1	1	5
Cc1ccc(CCNC(=O)C2CC(=O)N(C3CCCCC3)C2)cc1 (stereo not given)	-3	-3.0	-7	-8	0.4	-5	-5	6	-3
CCN(CC)S(=O)(=O)c1ccc(C(=O)NNC(=O)C2COc3ccccc3O2)cc1 (stereo not given)	-4	·	·	·	0.2	·	6	0	·
O=C(NCCOc1ccccc1F)Nc1ccc(Br)cc1	9	1.3	-5	6	0.1	0	0	2	3
COc1ccccc1CP(=O)(c1ccccc1)c1ccccc1	-164	4.3	-1	5	0.1	8	-3	3	0

# (continued)
SMILES	VLA-4 inh	MEX-5 binding	PME-1 inh	MCL1-BIM inh	Efflux pump mplx	Bcl-xL primary	GLD-1 TGE inh	GRK2 aptamer HTS	Fam108B counter
O=C(NC(=S)Nc1ccc(Oc2ccccc2)cc1)c1ccc(Cl)cc1	-2	-0.5	-19	5	-0.1	-2	5	1	-9
Cc1cccc(-c2nc(CS(=O)CC(=O)NCCCSC3CCCCC3)c(C)o2)c1 (stereo not given)	12	2.3	-2	7	0.0	8	6	0	1
COc1ccc(N2CCN(C(=O)CNC(=O)Cn3c(C)cc4ccccc4c3=O)CC2)cc1	-1	-0.1	-8	7	-0.2	2	3	0	0
CCN(CC)C(=S)SCC(=O)c1c(C)[nH]c2ccccc12	1	4.6	16	5	0.0	3	-2	2	-3
COc1ccc(OC)c(CNC(=O)CCn2nc(C)c3c(C)n(-c4ccccc4)nc3c2=O)c1	8	-0.7	-1	5	0.0	-3	-11	5	-1
CS(=O)(=O)NN1C(=O)c2ccccc2NC1c1cccs1 (stereo not given)	-7	0.2	0	2	-0.1	-2	4	1	-1
COc1ccc(C(=O)Nc2ccccc2C(=O)N2CCCCCC2)cc1OC	-7	0.2	-4	0	-0.2	2	2	1	1
Cc1ccc(-c2noc(CCCC(=O)Nc3cccnc3)n2)cc1	3	1.9	2	0	-0.2	6	3	0	0
Cc1cc(N2CCN(C)CC2)nc2ccc(NC(=O)CCC(=O)NCc3ccco3)cc12	-10	2.7	-8	12	-0.1	10	6	0	7
Brc1c(CSc2nncc3ccccc23)nc2ccccn12	9	-2.1	3	5	0.1	1	1	2	-1
CCOC(=O)N1CCN(c2c(NCc3ccc(F)cc3)c(=O)c2=O)CC1	13	0.3	6	8	0.1	6	4	2	2
Cc1csc(CNC(=O)CC2C(=O)NCCN2Cc2ccc(F)cc2Cl)n1 (stereo not given)	0	-2.3	1	21	-3.2	24	17	3	-1
COc1ccc(C2(O)CCN(C(=O)NC3CCCCC3)CC2)cc1	10	-0.4	1	2	0.1	2	-2	3	2
CCN1C(=O)CSc2ccc(C(=O)NCCCN3CCOCC3)cc21	0	2.1	1	5	0.0	0	7	0	-2
O=C(Cc1ccc(Br)cc1)Nc1cccc(-c2cn3c(n2)SCC3)c1	0	0.9	1	-8	0.0	-5	3	0	-5

# Assay outcomes from PubChem BioAssay.
